# Autophagy HCS: autophagy modulators in MEF cells, primary screen, imaging, high-content, MEF GFP-LC3; MEF GFP-LC3 puncta imaging; test concentration mostly 10 µM; calls only at 10 µM (by protocol); 190,000 tested, 0.98% active;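 active = percentage of spot-positive cells more than 3 SD above its plate mean, without a fluorescence outlier flag or 80% toxicity; inconclusive = no clear call, values can overlap the other calls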;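 note: spot-positive cell cutoff set from DMSO-treated cells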
# Dynein transport: inhibitors of GR-EGFP nuclear translocation, primary screen, dynein cargo transport inhibitor project, imaging, high-content, 3617.4 mouse cells. test concentration mostly 20 µM; stimulated with dexamethasone, 1 µM; hits give low values. z-score, hits read low. 220,000 tested, 0.47% active. AID 1381, 2008;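 active = plate z-score of nuclear minus cytoplasmic receptor signal below a set negative limit, without overly bright fluorescence or cell loss, cut at about -3.5 in these data, passing the limit was not always enough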;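 note: z-score of nuclear minus cytoplasmic ring GR-EGFP intensity difference per well; some compounds called inactive have numbers as strong as hits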
#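 Buffer or medium – tet-free medium with charcoal-stripped serum · Signal – automated 10x imaging of fixed Hoechst-stained cells · Also added – dexamethasone agonist, 1.0 µM final, for 30 min · Incubation – induction 48 h, compound 1 h, agonist 30 min · Read-out – GR-EGFP nuclear translocation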
# WT yeast gro inh: growth inhibition of WT strain, primary screen, mitochondrial fusion inhibitor project, WT and mutant strains, chemical genetic | mitochondrial fusion phenotypic screen | inhibition, % at 10 µM | 190,000 tested, 2.1% active | AID 1362, 2008; in the data active = inhibition above about 58%; tested in S. cerevisiae
# Hep lipid drop: inhibitors of hepatocyte lipid droplet formation, primary screen, imaging, high-throughput imaging, BODIPY stain; 240,000 tested, 0.4% active; AML12 mouse hepatocytes, oleate lipid droplets; inhibition, % at 6.5 µM;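 active = lipid droplet intensity inhibited by at least 50%, with more than 500 cells counted; inconclusive = wells with under 300 cells, treated as cytotoxic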
#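 Technique: fluorescence imaging, 20x objective, two fields per well / Assay system: AML12 hepatocytes (mouse) / Measure: % inhibition of lipid droplet signal / Doses: 6.5 µM single-point dosing / Incubation: overnight exposure / Reagent: 100 µM oleic acid challenge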
# b-catenin transl: modulators of beta-catenin nuclear translocation, primary screen, imaging, HeLa cells, immunofluorescence, high-content | 190,000 tested, 0.3% active | nuclear translocation activity, % at 5 µM | AID 1665, 2009;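 active = nuclear translocation activity above 50% at 5 µM, with a well cell count of 50 or more; inconclusive = wells under 50 cells across six images, flagged as toxic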;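 note: per-cell ratio of nuclear to cytoplasmic median beta-catenin stain intensity; plate controls were DMSO negative control for no effect and GSK-3 inhibitor IX positive control for full effect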
#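 Test system: human HeLa cells, native beta-catenin. Compound dosing: 5 µM primary single dose, 0.1% DMSO, 0.02–20 µM confirmation series. Incubation: compound exposure 24 h at 37°C. Detection: beta-catenin immunostaining with DAPI counterstain, 20x imaging, 6 fields/well. Read-out basis: Nuclear/cytoplasmic beta-catenin signal ratio, % activation.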
# MT stabilizer: microtubule stabilizers in HeLa cells, primary screen, imaging, high-content imaging. HeLa tubulin immunostaining HCS, 24 h; share of cells brighter than vehicle mean+2SD. % tubulin-high responders, % at 10 µM. 200,000 tested, 0.83% active;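 active = plate Z-score above 3 for both tubulin-high and condensed-nucleus cell shares, with cell loss under 80%, at 10 µM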;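 note: anti alpha tubulin signal scored within the nucleus-defined area of each cell; some results filed as inactive read as strong as hits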
# Yfh1-depleted yeast: enhancers of respiration in Yfh1-depleted yeast, dose response, Friedreich's ataxia, plus single-dose screen (AID 1465); S. cerevisiae Yfh1-off respiration, WST-1 reduction, 72 h; higher fold induction means a stronger effect; one-dose fold induction at 50 µM; EC50 in µM for titrated hits; 220,000 tested, 0.074% active;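 active = fold induction of absorbance versus untreated yeast above a set limit, then at least 30% activation at any dose in follow-up; inconclusive = repeats straddling the limit, or above it without dose testing; inactive = fold induction below the set limit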;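 note: activators that raise dye reduction in frataxin-depleted yeast; strong numbers were not always called active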
# Ins promoter up: insulin promoter activators in MIN6 cells, imaging, high-content screening, mouse beta cells; MIN6 insulin promoter-GFP reporter; hits give high values; z-score at 5 µM; 190,000 tested, 0.3% active;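 active = z-score above 3 at 5 µM with at least 500 cells counted in the well; inconclusive = wells under 500 cells, flagged as cytotoxic or low count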
# NOD2 inhibition: NOD2 signaling inhibitors, cell-based, luminescence, uHTS, HEK293 (AID 1566) | HEK293 NOD2/NF-kB luciferase reporter, luminescence; higher % means a stronger effect | one-dose inhibition, % at 4 µM; EC50 in µM for titrated hits | 290,000 tested, 0.63% active; in the data active = inhibition above about 50%; note: many of its hits are not listed in these tables
# WT yeast gro inh mutant strain: second read-out of WT yeast gro inh, no call of its own (marks repeat the call); inhibition, %; mitochondrial fusion phenotypic screen, mutant strain inhibition
# Dynein transport cytoplasmic EGFP: second read-out of Dynein transport, no call of its own (marks repeat the call); z-score; measured here: cytoplasmic GR-EGFP intensity; hits give high values
# Dynein transport nuclear GR-EGFP: further read-out of Dynein transport, marked with its call; z-score; measured here: nuclear GR-EGFP intensity;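 lower value marks the stronger effect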
# Dynein transport cell count: further read-out of Dynein transport, marked with its call; z-score; measured here: cell count per field
# Ins promoter up cell count: further read-out of Ins promoter up, marked with its call; cell count; measured here: cytotoxicity, nuclei count;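 total cells summed across four imaged fields per well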
# Hep lipid drop cells 6.5 µM: also measured in Hep lipid drop; calls as there; cell count; measured here: cell count, cytotoxicity flag;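 cells counted across two imaged fields per well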
# b-catenin transl cell count 5 µM: second read-out of b-catenin transl, no call of its own (marks repeat the call); cell count; measured here: cell count, cytotoxicity flag
# MT stabilizer Hoechst-high %: recorded beside MT stabilizer, whose call it bears; % Hoechst-high responders; measured here: nuclear condensation Hoechst responders;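 share of cells brighter than vehicle mean plus two SD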
# MT stabilizer cytotoxicity %: further read-out of MT stabilizer, marked with its call; toxicity, %; measured here: cytotoxicity by cell density;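 0% = mean cell density of plate MIN control wells and 100% = no cells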
# Autophagy HCS cell loss 18 h: second read-out of Autophagy HCS, no call of its own (marks repeat the call); toxicity, %; measured here: cell loss, nuclei count;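 cell loss after 18 h compound exposure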
# Active calls of the source: *; i = inactive; ? = inconclusive; nt = no result given; + = active, no number.
cpd	structure	Autophagy HCS	Autophagy HCS cell loss 18 h	Dynein transport	Dynein transport cytoplasmic EGFP	Dynein transport nuclear GR-EGFP	Dynein transport cell count	WT yeast gro inh	WT yeast gro inh mutant strain	Hep lipid drop	Hep lipid drop cells 6.5 µM	b-catenin transl	b-catenin transl cell count 5 µM	MT stabilizer	MT stabilizer Hoechst-high %	MT stabilizer cytotoxicity %	Yfh1-depleted yeast	Ins promoter up	Ins promoter up cell count	NOD2 inhibition
1	Cc1ccc(OCC(=O)Nc2ccc(N(C)C)cc2)cc1	i	-5	-0.14	-0.17	-0.071	0.55	nt	nt	nt	nt	-1.2	893	2.4	3.0	15	i	0.09	1211	-21%
2	CCCNc1c(F)c(F)c2c(C)c3ccccc3nc2c1F	+	-0.6*	-2.2	12	0.53	0.44	6	11	nt	nt	5.4	1021	2.1	1.8	3.1	i	nt	nt	0%
3	O=S(=O)(Nc1nc(CN2CCOCC2)nc2sc3c(c12)CCCC3)c1cc(F)ccc1F	i	9	-0.48	-0.29	0.07	0.38	25	-1	nt	nt	-3.8	933	2.8	2.0	9.7	i	1.5	1377	9%
4	CCOC(=O)c1c(C)[nH]c(N=Nc2cccc(C)c2)c1C	i	25	-0.71	-0.14	-0.11	0.73	73*	63*	31	799	-4.0	1081	1.1	1.5	6.7	i	0.92	712	-97%
5	Cc1ncc(CO)c2cc(C(N)=O)c(=Nc3ccccc3)oc12	i	-3	0.19	-0.18	0.33	-0.17	5	53	nt	nt	-0.5	790	3.5	2.6	4.5	i	0.7	1449	4%
6	N#Cc1nccnc1N1CCN(C(=O)Nc2ccccc2)CC1	nt	nt	-0.46	-0.15	-0.32	0.13	nt	nt	nt	nt	0.9	1241	nt	nt	nt	i	-0.58	1386	18%
7	CC(=O)Nc1ccc(SCC(=O)OCC(=O)NC(=O)NCCC(C)C)cc1	i	6	-0.76	-0.065	0.33	-0.0093	-1	15	-6	697	-1.9	1094	1.8	1.8	7.0	i	-0.61	1102	16%
8	CCOC(=O)/C(=N\Nc1ccc(Cl)cc1)Sc1nnc(-c2ccc(OC)cc2)n1C	i	28	0.14	-0.21	0.21	-0.16	22	-1	-8	654	0.5	1086	2.3	1.7	6.5	i	1.5	1440	5%
9	CC(C)OCCCNc1ncnc2c1[nH]c1ccc(F)cc12	i	-3	-0.25	0.86	0.23	0.073	27	-3	nt	nt	2.6	1318	1.7	1.2	6.4	i	?	nt	31%
10	COc1cc2c(cc1OC)C(c1ccccc1N)=NCC2	nt	nt	0.89	-0.19	0.45	-1.6	nt	nt	11	696	-2.2	1153	nt	nt	nt	i	-0.29	1202	1%
11	Cc1ccc(CN(C)C(=O)C2CCCN2C(=O)c2cccs2)o1 (stereo not drawn)	i	0	-1.2	-0.066	-0.65	1.2	2	-17	nt	nt	-2.4	694	3.2	1.8	9.3	i	-0.29	1238	21%
12	CCOC(=O)N1CCC2(CC1)C(C#N)=C(N)Oc1c2c(C)nn1-c1cccc(Cl)c1	i	7	0.17	-0.22	0.15	-0.6	5	19	-1	709	nt	nt	1.5	1.7	6.1	i	0.62	1152	-1%
13	CC(C)n1c(=S)[nH]c2cc(C(F)(F)F)ccc21	nt	nt	0.2	-0.28	0.16	0.057	nt	nt	0	697	-0.8	1089	nt	nt	nt	i	0.13	1326	8%
14	O=C(Nc1nc(-c2ccc(Cl)s2)cs1)c1cccs1	i	9	0.77	-0.13	1.3	-0.6	72	73	nt	nt	-8.5	1042	5.7	2.7	6.8	i	1.4	1163	-16%
15	CCN1CCN(S(=O)(=O)c2ccc(Cl)c(C(=O)Nc3nnc(CC(C)C)s3)c2)CC1	i	7	-0.042	-0.41	0.12	0.3	10	-2	nt	nt	-1.4	1489	3.2	2.0	6.1	i	-1.5	1184	20%
16	CNC(=O)/C(C#N)=C/c1ccc(-c2ccccc2[N+](=O)[O-])o1	i	3	-0.86	-0.22	-0.87	0.94	3	-11	-4	622	-0.4	1474	3.7	2.2	3.7	i	-0.08	1411	-17%
17	CN(/N=C/c1cccnc1)c1cnc2ccccc2n1	i	-12	-0.34	-0.21	-0.77	1.1	-3	6	4	723	-3.6	1044	7.7	5.0	2.2	i	-1.7	1338	-66%
18	CC1CN(CCOc2ccc(Cl)cc2Cl)CC(C)O1 (stereo not drawn)	i	20	-0.55	-0.3	-0.58	0.81	22	20	-13	699	-4.9	569	5.1	4.0	3.8	i	-0.82	1141	-8%
19	O=C1C(Cl)=C(N2CCOCC2)C(=O)N1c1ccccc1Cl	i	31	0.75	-0.17	0.43	0.65	4	-7	nt	nt	-2.2	960	3.3	4.4	7.4	i	0.28	1165	-2%
20	COC(=O)CCc1sc(Nc2ccccc2)nc1-c1ccc(OC)cc1	i	0	0.19	-0.27	0.16	0.31	35	-1	-17	547	-4.2	1198	2.8	3.4	5.8	i	-0.42	1564	-50%
21	COc1ccc(N2C(=O)CCC2(C#N)c2ccc(Br)cc2)cc1 (stereo not drawn)	i	30	1.1	0.05	0.5	-0.16	-17	-11	22	857	nt	nt	2.2	1.4	4.5	i	-0.19	906	-2%
22	Oc1nc(Nc2cccc(Cl)c2)sc1/C=C1\C=Nc2ccccc21	i	13	0.16	-0.17	0.28	-0.28	79*	42*	4	724	1.0	1176	18*	31*	24*	i	-1.2	1424	nt
23	O=C(CCc1ccc(S(=O)(=O)NCCc2ccccc2)cc1)Nc1ccc2c(c1)OCCO2	i	4	-0.41	-0.28	-0.39	0.29	-14	29	-12	663	-0.9	1114	8.2	2.4	11	i	-0.64	1422	-1%
24	COc1ccccc1CNC(=O)Cc1ccc(Br)cc1	i	12	0.78	-0.17	0.34	-1.7	17	-3	-14	634	2.1	981	3.8	9.0	20	i	nt	nt	-11%
25	COc1ccc(Cc2noc(CN3CCN(Cc4csc(C)n4)CC3)n2)cc1OC	i	-1	-0.49	-0.29	-0.44	0.69	0	-8	-6	710	1.5	1058	2.3	2.0	6.1	i	-0.72	1447	4%
26	CC(C)N1CCN(Cc2ccc(Sc3nncn3C)o2)CC1CCO (stereo not drawn)	nt	nt	-0.49	-0.25	0.17	1.3	nt	nt	-3	734	-0.4	1343	nt	nt	nt	i	-0.05	1073	16%
27	O=C(NCC1COc2ccccc2O1)c1cc2ccccc2o1 (stereo not drawn)	i	-16	0.066	-0.19	0.38	-0.38	19	5	1	782	0.3	559	2.6	1.6	4.9	i	nt	nt	14%
28	C#CC1(NC(=O)NC(C)(C)C)CCCCC1	i	15	-0.25	0.36	0.11	-0.15	7	5	1	655	1.5	1083	2.9	1.3	5.1	i	0.15	1358	11%
29	CN1Cc2c(N3CCOCC3)nc3sc(C(=O)c4ccc(Br)cc4)c(N)c3c2CC1(C)C	nt	nt	1.4	3	1.5	-0.92	nt	nt	25	696	4.8	1137	nt	nt	nt	i	1.3	576	-17%
30	COC(=O)C(C)Sc1nc2c(c(=O)n(C)c(=O)n2C)n1CCC(C)C (stereo not drawn)	i	18	-0.57	-0.26	0.29	1	-8	-14	-16	732	-2.2	642	2.0	1.4	11	i	-0.52	1307	5%

# Four entries out of the list, sorted by length of the SMILES, low to high:
cpd	structure	Autophagy HCS	Autophagy HCS cell loss 18 h	Dynein transport	Dynein transport cytoplasmic EGFP	Dynein transport nuclear GR-EGFP	Dynein transport cell count	WT yeast gro inh	WT yeast gro inh mutant strain	Hep lipid drop	Hep lipid drop cells 6.5 µM	b-catenin transl	b-catenin transl cell count 5 µM	MT stabilizer	MT stabilizer Hoechst-high %	MT stabilizer cytotoxicity %	Yfh1-depleted yeast	Ins promoter up	Ins promoter up cell count	NOD2 inhibition
28	C#CC1(NC(=O)NC(C)(C)C)CCCCC1	i	15	-0.25	0.36	0.11	-0.15	7	5	1	655	1.5	1083	2.9	1.3	5.1	i	0.15	1358	11%
24	COc1ccccc1CNC(=O)Cc1ccc(Br)cc1	i	12	0.78	-0.17	0.34	-1.7	17	-3	-14	634	2.1	981	3.8	9.0	20	i	nt	nt	-11%
26	CC(C)N1CCN(Cc2ccc(Sc3nncn3C)o2)CC1CCO (stereo not drawn)	nt	nt	-0.49	-0.25	0.17	1.3	nt	nt	-3	734	-0.4	1343	nt	nt	nt	i	-0.05	1073	16%
30	COC(=O)C(C)Sc1nc2c(c(=O)n(C)c(=O)n2C)n1CCC(C)C (stereo not drawn)	i	18	-0.57	-0.26	0.29	1	-8	-14	-16	732	-2.2	642	2.0	1.4	11	i	-0.52	1307	5%

# An excerpt; rates above refer to the full screens.
